ERK EGF block: inhibitors of EGF-stimulated ERK signaling pathway; HEK293-V1b, EGF-stimulated phospho-ERK AlphaScreen; Potency, µM (highest dose often 11.5 µM), for the others: at the top dose activity change, negative = inhibition, most hits filed as inhibitors; 0.41% of 130,000 active; AID 1454; active = well fitted inhibition curve with a large enough effect; inconclusive = small, poorly fitted or top-dose-only effect, or effect the other way;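 note: plate controls were stimulated vehicle wells for no effect and unstimulated vehicle basal for full effect; nearly all actives have a fitted effect of over 55% in size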
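HEK293 cells stably expressing V1b receptor, serum-reduced (1% FBS) overnight, pretreated 30 min with compound, then stimulated 5 min with 25 nM EGF; phospho-ERK detected by AlphaScreen SureFire. AC50 from Hill fits, normalized to DMSO and EGF.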
Starred values were filed as active, the others as inactive; ? = inconclusive; [ ] = another dose, or the depositor's remark. Potency is the fitted concentration of half-maximal effect.

smiles: O=C(Oc1cccc(Nc2ncnc3ccccc23)c1)c1cccnc1
  ERK EGF block = 14µM*

smiles: Cc1cc(NC(=O)c2ccccc2[N+](=O)[O-])ccc1Br
  ERK EGF block = -3%

smiles: N#Cc1cc([N+](=O)[O-])ccc1NCCc1ccccn1
  ERK EGF block = -8%[57.5 µM]

smiles: CSc1ccccc1NC(=O)CN(C)Cc1cc(=O)n2ccsc2n1
  ERK EGF block = -1%

smiles: CCn1cc(CN(C)S(=O)(=O)c2cccc([N+](=O)[O-])c2)cn1
  ERK EGF block = 4%

smiles: CC(C)Sc1nnc(NC(=O)c2ccco2)s1
  ERK EGF block = 4%

smiles: CC[C@H](C)[C@@H](NC(=O)O[C@@H]1C(=O)c2cc(OC)ccc2O[C@H]1c1cccc(OC)c1)C(=O)OC
  ERK EGF block = 6%

smiles: O=C1CSC(c2cccc(Cl)c2Cl)N1c1ccccn1 (configuration not stated)
  ERK EGF block = 6%

smiles: CC[N+]1(CC)CC2=Cc3c(ccc4ccccc34)C(C)C2C1 (configuration not stated)
  ERK EGF block = -5%[57.5 µM]

smiles: O=C(Cc1cccs1)N/N=C\c1ccc(O)cc1
  ERK EGF block = -21%

smiles: C=CCNC(=S)N/N=C/c1ccc(-c2ccc(OC)cc2)o1
  ERK EGF block = ?

smiles: O=C(NCc1nc2ccccc2[nH]1)C1=C[C@H](c2ccc3c(c2)OCO3)C[C@H](OCc2ccc(CO)cc2)O1
  ERK EGF block = -10%[57.5 µM]

smiles: COc1ccc(CCNc2ccc(S(=O)(=O)N3CCCC3)cc2[N+](=O)[O-])cc1
  ERK EGF block = ?

smiles: COc1ccccc1NC(=O)CCc1nc(-c2ccccc2F)no1
  ERK EGF block = -10%

smiles: COc1ccc(-c2csc3nc(C)nc(N4CCN(c5ccc(C(C)=O)cc5)CC4)c23)cc1OC
  ERK EGF block = ?

smiles: Cc1cc(=O)n2[nH]c(NCc3ccccc3F)nc2n1
  ERK EGF block = 5%

smiles: CCOC(=O)c1c(CSc2ccccc2)oc2ccc(O)cc12
  ERK EGF block = ?

smiles: Cc1ccc(NS(=O)(=O)c2ccc(OCC(=O)NCc3cccnc3)cc2)cc1
  ERK EGF block = -4%

smiles: Cc1ccccc1NC(=O)c1cc2c(C)nc3ccccc3c2o1
  ERK EGF block = ?

smiles: Cn1ccc(NC(=O)Nc2cccc([N+](=O)[O-])c2)n1
  ERK EGF block = 2%

smiles: CC(C)Oc1ccc(CC(=O)NNC(=S)Nc2ccc(Br)cc2)cc1
  ERK EGF block = -5%

smiles: COc1cccc(CC2(CO)CCN(S(=O)(=O)N(C)C)CC2)c1
  ERK EGF block = -10%

smiles: Cc1ccc(S(=O)(=O)Nc2cc(=O)[nH]c(SCc3ccc(Cl)cc3)n2)cc1
  ERK EGF block = -8%

smiles: Cc1ccc(CNC(=O)c2ccc3nc4[nH]c5ccccc5c4nc3c2)cc1
  ERK EGF block = 5%

smiles: COc1ccc(NC(=O)c2cc(C)n(Cc3cccs3)c2C)cc1
  ERK EGF block = 3%[57.5 µM]

smiles: CCOC(=O)CNC(=O)/C(=C\c1ccc(F)cc1)NC(=O)c1ccccc1
  ERK EGF block = -2%

smiles: O=[N+]([O-])c1cc(S(=O)(=O)N2CCCCC2)ccc1NCCN1CCOCC1
  ERK EGF block = 4%

smiles: O=C(N[C@@H](Cc1ccccc1)C(=O)OCc1ccccc1)c1nc[nH]c1C(=O)NCc1ccccc1
  ERK EGF block = -10%[57.5 µM]

smiles: CCOC(=O)c1c([N+](=O)[O-])c(C)[nH]c(=O)c1C#N
  ERK EGF block = -1%[57.5 µM]

smiles: Cc1cccc(C(=O)Nc2cccc(C(=O)N/N=C/c3ccncc3)c2)c1
  ERK EGF block = -1%

smiles: S=C(NCc1ccncc1)Nc1cccc(Cl)c1
  ERK EGF block = -2%

smiles: C/C(=N\Nc1nc(C)c(C)s1)c1ccc([N+](=O)[O-])cc1
  ERK EGF block = -3%

smiles: CCC1(C)Cc2c(C#N)c(N)n(N)c(=S)c2CO1 (configuration not stated)
  ERK EGF block = -1%

smiles: Cc1cc(C)c2c(=O)cc(C(F)(F)F)oc2n1
  ERK EGF block = -11%

smiles: CC(=O)Nc1ccc(OCC(=O)N(CC(C)C)C2CCS(=O)(=O)C2)cc1 (configuration not stated)
  ERK EGF block = -2%

smiles: CCN(C(=O)c1cc2c(=O)[nH]c3ccc(C)cc3c2s1)c1cccc(C)c1
  ERK EGF block = -5%[57.5 µM]

smiles: O=C(Nc1ccc(N2CCCC2)c(Cl)c1)c1ccc([N+](=O)[O-])o1
  ERK EGF block = ?

smiles: Cc1c2c(=O)n(-c3nc4ccccc4s3)nc-2cc(O)n1Cc1ccccc1
  ERK EGF block = -4%[57.5 µM]

smiles: NC(=S)Cc1nc(-c2ccc(Cl)cc2)cs1
  ERK EGF block = 14%

smiles: O=C(NC1CC1)C1CCN(C2CCN(C(=O)/C=C/c3ccc(F)cc3)CC2)CC1
  ERK EGF block = -8%

smiles: CCn1c(C)c(C2=CCN(S(=O)(=O)c3ccccc3)CC2)c2ccccc21
  ERK EGF block = -3%

smiles: Cc1nn(Cc2cccc(C(=O)N3CCCC(C)C3)c2)c(C)c1[N+](=O)[O-] (configuration not stated)
  ERK EGF block = 6%

smiles: COCCN(C(=O)/C=C/c1cccc([N+](=O)[O-])c1)c1c(N)n(Cc2ccccc2)c(=O)[nH]c1=O
  ERK EGF block = 4%[57.5 µM]

smiles: Cc1cccc(NC(=O)c2cnn(C)c2)c1C
  ERK EGF block = 2%

smiles: O=C(c1cccnc1)N1N=C2CCCCCC2C1(O)C(F)(F)F (configuration not stated)
  ERK EGF block = -4%

smiles: CSc1ccc(S(=O)(=O)N(CC(=O)NN=C2CCN(C)CC2)c2ccc(C)cc2)cc1
  ERK EGF block = 2%

smiles: CC(C)(CCl)C(=O)Nc1ccc(C(F)(F)F)cc1
  ERK EGF block = 0%

smiles: CSC(=S)N(C)C1CCS(=O)(=O)C1 (configuration not stated)
  ERK EGF block = 0%

smiles: COc1ccc(-c2cc(C(F)(F)F)n3nc(C(=O)NCCCN4CCOCC4)cc3n2)cc1
  ERK EGF block = 3%

smiles: CCCCNS(=O)(=O)c1ccc2nc(-c3cccs3)cc(C(=O)NCC(OC)OC)c2c1
  ERK EGF block = 1%

Exported as tab-separated lines: entries from further up
Molecule	ERK EGF block
CCC1(C)Cc2c(C#N)c(N)n(N)c(=S)c2CO1 (configuration not stated)	-1%
Cc1cc(C)c2c(=O)cc(C(F)(F)F)oc2n1	-11%
CC(=O)Nc1ccc(OCC(=O)N(CC(C)C)C2CCS(=O)(=O)C2)cc1 (configuration not stated)	-2%

Five structures from above, ordered by SMILES length, falling:
smiles: COc1ccc(-c2cc(C(F)(F)F)n3nc(C(=O)NCCCN4CCOCC4)cc3n2)cc1
  ERK EGF block = 3%

smiles: CCn1c(C)c(C2=CCN(S(=O)(=O)c3ccccc3)CC2)c2ccccc21
  ERK EGF block = -3%

smiles: Cc1cc(C)c2c(=O)cc(C(F)(F)F)oc2n1
  ERK EGF block = -11%

smiles: NC(=S)Cc1nc(-c2ccc(Cl)cc2)cs1
  ERK EGF block = 14%

smiles: S=C(NCc1ccncc1)Nc1cccc(Cl)c1
  ERK EGF block = -2%

Reprinted from above, five compounds:
smiles: Cc1cc(C)c2c(=O)cc(C(F)(F)F)oc2n1
  ERK EGF block = -11%

smiles: CC(=O)Nc1ccc(OCC(=O)N(CC(C)C)C2CCS(=O)(=O)C2)cc1 (configuration not stated)
  ERK EGF block = -2%

smiles: CCN(C(=O)c1cc2c(=O)[nH]c3ccc(C)cc3c2s1)c1cccc(C)c1
  ERK EGF block = -5%[57.5 µM]

smiles: O=C(Nc1ccc(N2CCCC2)c(Cl)c1)c1ccc([N+](=O)[O-])o1
  ERK EGF block = ?

smiles: Cc1c2c(=O)n(-c3nc4ccccc4s3)nc-2cc(O)n1Cc1ccccc1
  ERK EGF block = -4%[57.5 µM]

Following part:
smiles: CCc1cc2c(=O)[nH]c(N3CCOCC3)nc2s1
  ERK EGF block = 10%

smiles: CCCC(C)C(=O)Nc1ccncc1 (configuration not stated)
  ERK EGF block = -1%

smiles: COc1ccc(Br)cc1S(=O)(=O)NCCN1CCOCC1
  ERK EGF block = -4%

smiles: Fc1ccc(NC(=S)NCc2ccc3c(c2)OCO3)cc1
  ERK EGF block = -3%

smiles: CC(Sc1nc2ccccc2s1)C(=O)NC1CCCc2ccccc21 (configuration not stated)
  ERK EGF block = 0%

smiles: CCc1ccc(OCc2nnc(SCC(=O)N3CCOCC3)o2)cc1
  ERK EGF block = 4%

smiles: CNC(=O)C(NC(=O)Nc1ccc(C)cc1)C(C)(C)C (configuration not stated)
  ERK EGF block = 3%

smiles: Cc1c(C)n(C)c2ccc(C(=O)NCc3cccs3)cc12
  ERK EGF block = -5%

smiles: Nc1ccn([C@@H]2CS[C@H](CO)O2)c(=O)n1
  ERK EGF block = 6%[57.5 µM]

Reformatted bar-delimited: entries from further up.
SMILES | ERK EGF block
COc1ccc(Br)cc1S(=O)(=O)NCCN1CCOCC1 | -4%
Fc1ccc(NC(=S)NCc2ccc3c(c2)OCO3)cc1 | -3%
CC(Sc1nc2ccccc2s1)C(=O)NC1CCCc2ccccc21 (configuration not stated) | 0%
CCc1ccc(OCc2nnc(SCC(=O)N3CCOCC3)o2)cc1 | 4%

Screening data from PubChem BioAssay.

This is a subset; the hit share may differ from the screen's.
